Lmaj promast: inhibitors of Leishmania major promastigote growth; Leishmania major promastigotes, resazurin fluorescence viability; inhibition, % at 10 µM; hit rate 9% among 200,000; AID 1063; in the data active = inhibition above about 50%;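 note: promastigotes grown with compound for 44 hours at 28 °C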
PPARg SRC-2 ag: agonists of SRC-2 recruitment by human PPARgamma | P37231 | PPARgamma LBD-SRC-2 recruitment, biochemical | activation, % at 8 µM | hit rate 0.34% among 200,000 | AID 1032; in the data active = activation above about 22%;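 note: 0% = vehicle and 100% = reference agonist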
ROMK mod: modulators of human ROMK potassium channel; Tet-inducible ROMK, thallium flux fluorescence; actives lie on both sides; B-score at 10 µM; hit rate 2% among 130,000; AID 1918;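 active = signal ratio slope over the read window, or its plate-corrected B-score, at least 3 SD from the plate mean, either direction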;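 note: B-score of the F/F0 ratio slope over 7 to 12 s after thallium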
Target sequence (P48048 whole entry, looked up): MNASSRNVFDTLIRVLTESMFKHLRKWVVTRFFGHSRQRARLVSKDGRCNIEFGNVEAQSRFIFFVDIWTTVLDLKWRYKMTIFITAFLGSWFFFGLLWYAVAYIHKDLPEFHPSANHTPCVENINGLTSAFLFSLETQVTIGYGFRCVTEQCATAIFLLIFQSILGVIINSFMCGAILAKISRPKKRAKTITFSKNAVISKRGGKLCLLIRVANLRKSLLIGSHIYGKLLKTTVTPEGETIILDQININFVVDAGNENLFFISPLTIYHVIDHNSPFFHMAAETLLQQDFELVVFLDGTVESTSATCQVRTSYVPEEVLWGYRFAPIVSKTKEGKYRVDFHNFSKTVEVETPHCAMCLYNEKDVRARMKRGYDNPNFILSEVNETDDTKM
PPARg SRC1 recr: PPARgamma-driven SRC-1 recruitment agonism; P37231; PPARgamma-SRC-1 coactivator recruitment biochemical assay; activation, % at 8 µM; hit rate 0.41% among 200,000; AID 631; in the data active = activation above about 19%;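 note: 0% = DMSO and 100% = reference agonist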
S1P3 antagonist: blocks the human S1P3 receptor; Q99500; CHO S1P3 NFAT-BLA reporter, FRET fluorescence, antagonist mode; inhibition, % at 4.98 µM; hit rate 0.27% among 170,000; AID 485;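 active = inhibition above the plate cutoff, the mean inhibition of test wells on that plate plus 3 SD, cut at about 28% in these data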;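 note: cells challenged with S1P at its EC80 of 0.8 µM; blue over green emission ratio from cleaved BLA substrate after 4 h stimulation; 0% = S1P-stimulated wells and 100% = unstimulated DMSO-only wells; some compounds past the cut are filed as inactive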
Target sequence (Q99500 whole entry, looked up): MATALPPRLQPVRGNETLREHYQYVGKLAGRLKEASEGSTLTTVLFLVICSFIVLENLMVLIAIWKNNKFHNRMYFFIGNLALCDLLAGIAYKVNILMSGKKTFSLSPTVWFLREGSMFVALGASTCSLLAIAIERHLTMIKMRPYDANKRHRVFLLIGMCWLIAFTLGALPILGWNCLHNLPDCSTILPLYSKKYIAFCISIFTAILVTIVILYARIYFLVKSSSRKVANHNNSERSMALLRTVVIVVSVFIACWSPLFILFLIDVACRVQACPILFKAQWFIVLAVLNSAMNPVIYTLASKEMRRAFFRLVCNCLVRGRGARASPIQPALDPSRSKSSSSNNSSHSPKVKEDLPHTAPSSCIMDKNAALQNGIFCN
SRC2 TRFRET art: TR-FRET artefact, counter-screen to PPARgamma/SRC-2 agonist assay. active compounds read high. TR-FRET ratio at 8 µM. hit rate 0.4% among 200,000. AID 1049; in the data active = TR-FRET ratio above about 2000; note: inactives centre near 1500
bIAP act: intestinal alkaline phosphatase (bovine) activation. hit rate 0.17% among 200,000. activation factor at 20 µM. AID 1016. purified bovine IAP, CDP-star luminescence, 30 min; active compounds read high; fold of DMSO-control signal, blank-subtracted;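 active = activation factor of 2 or more at 20 µM, a signal rise over negative controls twice the positive control's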
DTT redox prof: compounds producing H2O2 with reducing agent – biochemical, NIH compound library profiling, artefact control for MLSCN library redox annotation, primary screen; DTT-dependent redox cycling H2O2, phenol red/HRP absorbance; 100% = 100 µM peroxide control, 0% = buffer; hit rate 0.03% among 200,000; activation, % at 10 µM;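 active = activation of at least 50% relative to the plate's high and low controls in the primary single-dose screen; inactive = activation below 50%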;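 note: compound incubated with DTT at 0.8 mM final as the reducing agent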
TLR4-MyD88 BLA: blocks binding of human TLR4 to MyD88. O00206+Q99836. HeLa CL3-4 TLR4/MyD88 BLA complementation, FRET ratio. inhibition, % at 8.4 µM. hit rate 0.18% among 200,000; in the data active = inhibition above about 25%;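 note: 0% = vehicle and 100% = reference inhibitor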
PPARg SRC3 recr: PPARgamma-driven SRC-3 recruitment agonism. hit rate 0.26% among 200,000. P37231. AID 731. activation, % at 8 µM. biochemical PPARgamma/SRC-3 coactivator recruitment assay; in the data active = activation above about 23%;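 note: 0% = DMSO and 100% = reference agonist; some compounds past the cut are filed as inactive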
bIAP inh: intestinal alkaline phosphatase (bovine) inhibition | AID 1019 | inhibition, % at 20 µM | 190,000 tested, under 10 active | purified bovine IAP, CDP-star luminescence, 30 min;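 active = over 50% inhibition of intestinal alkaline phosphatase at 20 µM in the single-dose screen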
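test system = bovine IAP enzyme | medium = DEA buffer 100 mM, pH 9.8, with MgCl2 1.0 mM, ZnCl2 0.02 mM | detection = luminescence | dosing = single compound dose of 20 µM, 2% DMSO final | incubation = 30 min reaction at room temperature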
* marks the source's active call; other numbers are inactive results; nt = no result given.

SMILES | Lmaj promast | PPARg SRC-2 ag | ROMK mod | PPARg SRC1 recr | S1P3 antagonist | SRC2 TRFRET art | bIAP act | DTT redox prof | TLR4-MyD88 BLA | PPARg SRC3 recr | bIAP inh
COc1ccc(COC(=O)Nc2cc3c(C(F)(F)F)nn(C)c3s2)cc1 | -7 | 5 | nt | 2 | nt | 1543 | 0.9 | -6.0 | 0 | -1 | 14
Cc1cc(F)ccc1S(=O)(=O)Nc1ncnc2scc(-c3ccc(F)cc3)c12 | 64* | 15 | nt | 3 | -24 | 1611 | 1.2 | -0.4 | -9 | 2 | -23
O=C(NCN1C(=O)C2C3C=CC(C3)C2C1=O)Nc1ccccn1 (stereo not drawn) | -4 | 0 | nt | 7 | -10 | 1452 | 1 | 3.3 | 5 | 5 | 5
Clc1ccc2c(c1)C(C1=NCCN1)c1ccccc1CS2 (stereo not drawn) | 10 | 9 | -0.26 | 6 | 18 | 1581 | 0.8 | -0.5 | -7 | 5 | 19
CCCCSc1nc2c(c(=O)n1CC)SC(C)C2 (stereo not drawn) | -3 | -1 | nt | 1 | -20 | 1512 | 0.9 | 0.4 | 4 | 3 | 15
COc1ccccc1[C@@H]1C(c2cccc(Cl)c2)=NN(c2ccc(Br)cc2)[C@H]1C(=O)N1CCOC1=O | 1 | -1 | 1.4 | 4 | -19 | 1555 | 0.8 | 1.1 | -4 | 3 | 25
O=[N+]([O-])c1ccc2nc(SCc3cn4cc(Cl)ccc4n3)[nH]c2c1 | 6 | 4 | nt | 6 | 4 | 1577 | 0.2 | 0.9 | 1 | 4 | nt
Cc1c(NS(=O)(=O)c2ccc(N3CCN(C)CC3)c([N+](=O)[O-])c2)c(=O)n(-c2ccccc2)n1C | -2 | -8 | 1.4 | -8 | 0 | 1470 | 1 | 0.2 | 4 | 2 | 2
CC1CC(C)CN(C(=O)CSc2nnc(-c3ccc(Cl)s3)o2)C1 (stereo not drawn) | 3 | 4 | nt | 1 | -13 | 1595 | 0.9 | -0.2 | -3 | 7 | 7
COc1cc(C(=O)Oc2ccccc2N)cc(OC)c1OC | -3 | 6 | 1.2 | 2 | -15 | 1581 | 0.9 | 0.1 | -9 | -5 | 12
Cc1csc(NC(=O)Cc2ccccc2[N+](=O)[O-])n1 | 44 | -2 | nt | 4 | -12 | 1570 | 1 | -0.6 | 15 | 3 | -2
Cc1ccc(NC(=O)CSc2ncc3ccccn23)cc1C | -3 | -5 | -1.1 | 0 | -7 | 1522 | 1.2 | 0.4 | 3 | -2 | -21

Limited to PPARg SRC3 recr, PPARg SRC1 recr and bIAP act (3 entries from above):
molecule | PPARg SRC3 recr | PPARg SRC1 recr | bIAP act
Clc1ccc2c(c1)C(C1=NCCN1)c1ccccc1CS2 (stereo not drawn) | 5 | 6 | 0.8
CCCCSc1nc2c(c(=O)n1CC)SC(C)C2 (stereo not drawn) | 3 | 1 | 0.9
COc1ccccc1[C@@H]1C(c2cccc(Cl)c2)=NN(c2ccc(Br)cc2)[C@H]1C(=O)N1CCOC1=O | 3 | 4 | 0.8

(listing goes on)
SMILES | Lmaj promast | PPARg SRC-2 ag | ROMK mod | PPARg SRC1 recr | S1P3 antagonist | SRC2 TRFRET art | bIAP act | DTT redox prof | TLR4-MyD88 BLA | PPARg SRC3 recr | bIAP inh
FC(F)(F)c1nc(N2CCN(c3ccccc3)CC2)nc2c1CCCCC2 | 2 | -1 | -0.35 | 0 | nt | 1451 | 0.9 | 1.0 | -2 | 2 | 14
CN1c2ccccc2C(O)=C(C(=S)Nc2ccccc2)S1(=O)=O | -8 | 1 | nt | -3 | nt | 1540 | 0.9 | 2.4 | -7 | 1 | 11
CC(=O)Nc1ccc(N(C(=O)CNC(=O)c2ccco2)C(C(=O)NCc2ccco2)c2ccccc2F)cc1 (stereo not drawn) | -7 | 4 | -0.13 | 1 | 10 | 1674 | 1.1 | -1.1 | 8 | 7 | -7
CCN(CC)CCNc1nc2cc(OC)c(OC)cc2c2nc(-c3ccccc3)nn12 | 100* | 10 | 0.88 | 5 | nt | 1597 | 1.3 | 0.3 | 7 | 3 | -32
CCOC(=O)C1CCCN(c2c(NCCN(CC)c3ccccc3)c(=O)c2=O)C1 (stereo not drawn) | -1 | 3 | nt | 10 | nt | 1492 | 1 | -0.3 | -2 | 12 | 4
Cc1ccc(Nc2ncccc2C(=O)O)cc1C | -6 | 0 | nt | 6 | -24 | 1580 | 1.1 | 0.2 | 1 | -5 | -6
CCOC(=O)c1c(NC(=O)C2CCN(S(=O)(=O)c3cccs3)CC2)sc(C)c1C | 1 | 10 | -0.0066 | 7 | 10 | 1834 | 0.8 | 0.2 | 5 | 7 | 16
Cc1cccc(NC(=S)Nc2ccc(N3CCOCC3)cc2)c1C | 7 | 21 | nt | 18 | -10 | 1974* | 1 | 0.4 | -15 | 11 | 3
CN(c1ccccc1C(=O)NCC1CCCO1)S(C)(=O)=O (stereo not drawn) | -6 | 8 | nt | -1 | 4 | 1592 | 1 | 1.1 | -2 | 3 | -1
CCCOc1ccc(C(=O)CCN2CCN(C(=O)OCC)CC2)cc1 | 96* | 4 | 0.15 | -1 | 1 | 1608 | 0.9 | -0.4 | 4 | 1 | 8
COc1ccc(NC(=O)Cn2nnc(-c3ccccc3NC(=O)c3ccco3)n2)cc1 | 1 | 0 | nt | 6 | -22 | 1619 | 1 | -0.1 | -23 | -3 | 4
Cc1n[nH]c(C)c1CCCCOc1ccccc1 | 6 | 1 | 0.22 | 4 | -15 | 1410 | 1.1 | -0.4 | 1 | -4 | -12
CCCCCCOc1ccc(N2C(=O)CC(SC(=NCC)NCC)C2=O)cc1 (stereo not drawn) | 1 | 6 | 0.57 | 2 | -12 | 1803 | 1 | -0.3 | -14 | 2 | -1
O=C(CSc1nc2cc3ccccc3cc2[nH]1)Nc1ccc(F)cc1 | -6 | 2 | 0.13 | 5 | nt | 1641 | 0.8 | -0.6 | 1 | 13 | 24
COC(=O)c1c(S(N)(=O)=O)c2ccccc2n1C | -11 | -1 | nt | -3 | 9 | 1529 | 0.8 | 2.3 | 0 | -6 | 17
C=CCc1ccc(OCCCCCN2CCOCC2)c(OC)c1 | 100* | -6 | nt | 3 | 12 | 1600 | 1 | -3.0 | -10 | -1 | 0
CCOc1nc(N2CCOCC2)nc(N2CCOCC2)n1 | -1 | 4 | -0.53 | 7 | -2 | 1612 | 0.9 | -2.0 | 1 | 2 | 12
CC(C)(C)NC(=O)CN(C(=O)c1csnn1)c1cccc2c1CCCC2 | 10 | 1 | 0.036 | 3 | 5 | 1401 | 1 | -0.7 | -1 | 0 | 3
CC1CCCC(C)N1C(=O)CSc1nnc(COc2cccc3cccnc23)o1 (stereo not drawn) | -5 | 2 | 0.52 | 5 | 3 | 1703 | 1.1 | 0.0 | 4 | 3 | -7
Cc1cccc(-c2noc(CCC(=O)NCC3CCCO3)n2)c1 (stereo not drawn) | -6 | -1 | -0.15 | 4 | nt | 1390 | 0.9 | -0.1 | 16 | 8 | 10
O=C(CNC(=O)c1ccco1)OCc1cccc(Cl)c1 | -7 | 12 | nt | 5 | -27 | 1644 | 0.9 | 2.1 | -11 | 0 | 14
Cc1cc(NC(=O)/C=C/c2ccccc2Cl)no1 | 0 | 1 | nt | -5 | -5 | 1563 | 1 | 0.1 | -8 | 3 | 1
Cc1ccccc1NC(=O)Cc1ccccc1 | -6 | 10 | -0.96 | 3 | nt | 1553 | 0.9 | 0.9 | 0 | -1 | 12
NCCc1nnc(SCc2ccccc2F)o1 | 4 | 7 | nt | 6 | 4 | 1388 | 1 | 2.8 | 7 | -5 | -2
CC(C)(C)NC(=O)CSc1ncnc2c1nnn2Cc1ccccc1Cl | 57* | 6 | -1.5 | -2 | -22 | 1403 | 0.9 | 1.0 | -6 | 0 | 7
CSCC[C@H](NC(=O)CCn1nnc2ccccc2c1=O)C(=O)O | 48 | -3 | 0.0057 | 4 | -5 | 1528 | 0.9 | 0.2 | 8 | 4 | 7
N#Cc1ccccc1Cn1c(=O)n(-c2ccc(CC(=O)NCc3ccco3)cc2)c(=O)c2sccc21 | -7 | 0 | nt | -1 | -6 | 1465 | 0.8 | -0.2 | -10 | 1 | 16
CCOC(=O)c1ccc(CSc2ncn[nH]2)o1 | 18 | 15 | 0.97 | 0 | nt | 1585 | 0.9 | 0.5 | 0 | 14 | 7
CC(=O)c1cnc2cc(-c3ccc(Cl)cc3)nn2c1C | -2 | 7 | 0.037 | 2 | nt | 1549 | 0.9 | 0.2 | -1 | 9 | 8
CN(C)c1ccc(C(=O)OCC(=O)c2cccs2)cc1 | -6 | -1 | -0.41 | 11 | 3 | 1786 | 0.8 | -0.3 | -8 | -1 | 20
CCOC(=O)N1CCN(C(=O)CSCC(=O)Nc2nc(-c3ccccc3)cs2)CC1 | 7 | 12 | -2.1 | 9 | -2 | 1690 | 0.7 | -0.2 | -6 | 1 | 26
O=C(CSc1ccccc1)Nc1ccc(N2CCN(c3ccccc3)CC2)c(F)c1 | -4 | 4 | nt | 6 | nt | 1629 | 0.9 | -5.3 | -3 | 7 | 8
Cc1ccc(C)n1NC(=O)c1ccc(O)cc1 | -1 | 1 | 0.23 | 1 | nt | 1631 | 1.1 | -0.1 | 1 | 0 | -12
Cc1nn(C(C)C(=O)NCc2ccccc2)c(C)c1[N+](=O)[O-] (stereo not drawn) | -3 | 8 | 0.31 | 0 | nt | 1459 | 1.1 | -3.4 | -14 | -2 | -5
COc1ccc(-c2cc3ccccc3n2CC(O)CN2CCC(C)CC2)cc1 (stereo not drawn) | 87* | 1 | -2* | -1 | -9 | 1532 | 1.1 | -1.9 | -7 | 0 | -5
COc1ccc(C2CC(c3cccs3)=NN2C(=O)c2ccc(Br)o2)cc1 (stereo not drawn) | 1 | 7 | 1.3 | -1 | 1 | 1662 | 0.9 | -0.1 | 1 | 3 | 7
O=C(CCCCCn1c(=S)[nH]c2ccc(N3CCOCC3)cc2c1=O)NCc1ccccc1Cl | -8 | 9 | -0.89 | 7 | -14 | 1729 | 0.9 | -0.2 | -10 | 13 | 6
CCCCN(C(=O)COc1ccc(NC(C)=O)cc1)C1CCS(=O)(=O)C1 (stereo not drawn) | -10 | 9 | 1.1 | 12 | 4 | 1765 | 1.1 | -1.0 | 5 | 2 | -12
CC(C)N(C(=O)c1ccccc1-c1ccccc1)C(C)C | -3 | 0 | -0.2 | 0 | nt | 1570 | 0.9 | -0.1 | 6 | -5 | 14
O=C(NCc1cccnc1)C1CCN(C(=O)c2ccc(Cl)cc2Cl)CC1 | -7 | 7 | 0.5 | 2 | -9 | 1594 | 1 | 0.4 | -1 | -11 | -2
Cc1cc(=O)oc2c1ccc1oc(/C(=N/O)c3ccccc3)c(C)c12 | -5 | 4 | nt | 6 | -34 | 1650 | 1 | 1.2 | 9 | 6 | 4
Cc1ccccc1N1CCN(C(=O)C2CCCCC2)CC1 | 9 | 5 | nt | -1 | 32 | 1582 | 1 | 3.0 | -7 | 2 | 4

Looked up above.
Under bIAP inh, CCCCN(C(=O)COc1ccc(NC(C)=O)cc1)C1CCS(=O)(=O)C1 (stereo not drawn) is entered as -12
Under PPARg SRC1 recr, Cc1cc(=O)oc2c1ccc1oc(/C(=N/O)c3ccccc3)c(C)c12 is entered as 6
